DAGLB inh = DAGLB lipase inhibitors, primary screen, biochemical, fluorescence, HTS | Diacylglycerol lipase-beta (Homo sapiens), Q8NCG7 | HEK293T DAGLB membrane lysate, EnzChek fluorogenic substrate | inhibition, % at 5.17 µM | 340,000 compounds, 0.059% hits | AID 504411, 2011; in the data active = inhibition above about 34%;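 also: 0% = enzyme with vehicle and 100% = wells lacking enzyme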
Target sequence (Q8NCG7 whole entry, looked up): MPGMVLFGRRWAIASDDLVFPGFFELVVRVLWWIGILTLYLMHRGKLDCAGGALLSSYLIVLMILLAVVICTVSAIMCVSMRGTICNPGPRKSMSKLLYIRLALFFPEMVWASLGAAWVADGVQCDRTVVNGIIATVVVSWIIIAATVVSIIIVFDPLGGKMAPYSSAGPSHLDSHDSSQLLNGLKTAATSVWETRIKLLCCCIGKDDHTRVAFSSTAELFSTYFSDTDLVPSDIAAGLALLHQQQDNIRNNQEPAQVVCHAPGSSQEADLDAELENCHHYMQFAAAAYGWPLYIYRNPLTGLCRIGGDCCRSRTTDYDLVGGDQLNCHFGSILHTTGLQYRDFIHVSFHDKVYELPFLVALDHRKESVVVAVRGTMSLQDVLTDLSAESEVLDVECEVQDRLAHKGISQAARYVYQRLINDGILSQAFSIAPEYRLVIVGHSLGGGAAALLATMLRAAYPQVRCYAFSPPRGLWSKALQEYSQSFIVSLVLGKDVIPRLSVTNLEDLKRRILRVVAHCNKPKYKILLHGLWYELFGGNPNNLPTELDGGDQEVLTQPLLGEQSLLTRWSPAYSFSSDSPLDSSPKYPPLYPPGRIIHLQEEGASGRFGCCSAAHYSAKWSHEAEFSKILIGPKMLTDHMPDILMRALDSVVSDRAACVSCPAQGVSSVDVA
CAL PDZ FP-1 = untagged CAL PDZ binding inhibitors, primary screen, biochemical, fluorescence polarization, HTS; 300,000 compounds, 0.92% hits; purified CAL PDZ, TMR-peptide fluorescence polarization, 1 h; AID 602252, 2012; inhibition, % at 24.9 µM; Golgi-associated PDZ and coiled-coil motif-containing protein (Homo sapiens), Q9HD26;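 active = mean inhibition of at least 30% with at least half of replicates also reaching 30%; inconclusive = no clear call, values can overlap the other calls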;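 also: 0% = DMSO neutral control and 100% = excess unlabeled competitor peptide PRC23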
RTF Ca sens inh = cardiac RTF calcium sensitivity inhibitors, primary screen, biochemical, IANBD-TnC fluorescence, EC70 calcium; inhibition, % at 7.15 µM; AID 493244, 2011; 340,000 compounds, 0.12% hits; IANBD-labeled cardiac RTF, Ca2+ fluorescence; Troponin I, cardiac muscle (Homo sapiens) + Troponin T, cardiac muscle (Homo sapiens) + …;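 active = inhibition above the mean inhibition of all tested compounds plus 3 SD, cut at about 17% in these data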;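 also: assay run at fixed EC70 calcium of 1.6 mM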
SR-BI DiI-HDL act = activators of SR-BI mediated DiI-HDL uptake, primary screen, ldlA[mSR-BI] CHO cells, DiI fluorescence. activation, % at 12.5 µM. 320,000 compounds, 0.096% hits. AID 504775, 2011. 3 h; 100 = double the neutral-control signal;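 active = mean replicate activation of at least 60% and every replicate at or above 60%; inconclusive = mean or all-replicate condition met, but not both; inactive = mean below 60% and not all replicates reaching 60%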;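 also: 0% = median plate neutral-control signal and 100% = twice that signal; values of inactives mirror those of a sister screen read the other way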
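Test system: SR-BI-overexpressing, LDLR-lacking CHO cells. Measured by: DiI fluorescence, bottom read. Medium: Ham's F12 with 0.5% BSA, HEPES 25 mM, pH 7.4. Timing: 3 h uptake period with compound, 37 °C.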
CAL PDZ FP-2 = CAL PDZ peptide-binding inhibitors, primary screen, biochemical, fluorescence polarization, Cer-tagged CAL PDZ, HTS | inhibition, % at 20 µM | AID 504414, 2011 | 330,000 compounds, 0.02% hits | Golgi-associated PDZ and coiled-coil motif-containing protein (Homo sapiens), Q9HD26 | purified CAL PDZ, TMR-peptide fluorescence polarization, 1 h;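 active = highest replicate inhibition of at least 40%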;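 also: plate controls were DMSO neutral control wells for no effect and unlabeled competitor peptide control wells for full effect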
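Assay system – tagged CAL PDZ protein CerCALP, purified · Timing – 1 h at RT · Compound – single point, 20 µM · Measured by – fluorescence polarization from S- and P-plane intensities, G-factor corrected · Evaluation – inhibition from polarization loss · Probe or stimulus – TMR reporter peptide T*-PRC34 · Buffer or medium – pH 7.4 phosphate-saline buffer, reducing agent, detergent, IgG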
RTF Ca sens act = cardiac RTF calcium sensitivity activators, primary screen, biochemical, IANBD-TnC fluorescence, EC20 calcium | Troponin I, cardiac muscle (Homo sapiens) + Troponin T, cardiac muscle (Homo sapiens) + … | IANBD-labeled TnC RTF fluorescence at EC20 calcium; 0% EC20 calcium, 100% full calcium | activation, % at 7.2 µM | 340,000 compounds, 0.24% hits;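 active = activation above the mean over all tested compounds plus 3 SD, cut at about 30% in these data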;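 also: rise in fluorescence read as greater calcium sensitivity of cardiac thin filaments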
C-LANA FP = inhibitors of KSHV C-LANA binding to DNA, primary screen, biochemical, fluorescence polarization, FAM-LBS DNA, MBP-C-LANA, single point; Kaposi's sarcoma herpesvirus LANA C-terminal domain (residues 932-1162) DNA binding; inhibition, % at 9 µM; 340,000 compounds, 0.078% hits; AID 504423, 2011;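 active = highest replicate inhibition at or above 60% at 9 µM, even if other replicates fall short; inactive = all replicates below 60% inhibition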;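 also: 0% = neutral control wells and 100% = 4 µM acridine orange control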
Keap1 Nrf2 FP = Keap1-Nrf2 protein-protein interaction inhibitors, primary screen, biochemical, fluorescence polarization, single point; Kelch-like ECH-associated protein 1 (Homo sapiens), Q14145; Keap1 Kelch-Nrf2 peptide fluorescence polarization, 1536-well; inhibition, % at 9.4 µM; 340,000 compounds, 0.15% hits; AID 504523, 2011; in the data active = inhibition above about 12%; inconclusive = no clear call, values can overlap the other calls; inactive = below about 7.3%;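 also: human Keap1 Kelch domain with fluorescein labeled Nrf2 9mer peptide probe; 0% = neutral control wells and 100% = peptide positive control; higher means more block of Keap1 binding to Nrf2 peptide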
PKA-R2B act = activators of PKA-R2B holoenzyme, primary screen, biochemical, fluorescence polarization, Cy5-IP20, human. PKA-R2B holoenzyme dissociation; R2B truncated from residue 108, S112A mutant; 0% DMSO only, 100% 113 µM cGMP. activation, % at 11.4 µM. 340,000 compounds, 0.079% hits. AID 504700, 2011;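 active = activation above a cutoff set at the mean over all compounds plus 3 SD, cut at about 18% in these data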;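 also: higher means more holoenzyme dissociation and a rise in polarization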
Target sequence (P31323 whole entry, looked up, other chains not shown, the tested form may be a part): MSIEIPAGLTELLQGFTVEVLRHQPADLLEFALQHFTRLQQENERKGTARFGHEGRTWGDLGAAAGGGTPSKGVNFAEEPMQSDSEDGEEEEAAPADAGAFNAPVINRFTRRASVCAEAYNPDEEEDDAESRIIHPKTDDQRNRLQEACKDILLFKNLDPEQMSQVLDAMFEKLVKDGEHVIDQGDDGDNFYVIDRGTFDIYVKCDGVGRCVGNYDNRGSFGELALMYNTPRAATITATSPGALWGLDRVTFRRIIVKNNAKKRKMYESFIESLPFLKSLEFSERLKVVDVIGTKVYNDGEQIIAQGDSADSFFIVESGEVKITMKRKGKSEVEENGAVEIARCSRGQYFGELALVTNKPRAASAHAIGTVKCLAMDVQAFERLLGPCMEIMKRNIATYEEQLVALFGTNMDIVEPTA
Rtt109 HAT inh = inhibitors of C. albicans Rtt109/Vps75 HAT, primary screen, biochemical, ThioGlo CoA-SH fluorescence, plate reader. Histone acetyltransferase RTT109 (Candida albicans (strain SC5314 / ATCC MYA-2876)), …. purified Rtt109/Vps75, 4 h. inhibition, % at 34.9 µM. 330,000 compounds, 0.16% hits. AID 540336, 2011;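 active = inhibition of at least 50% in every replicate; inconclusive = best replicate reaches 50% inhibition but some replicates fall short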
An asterisk follows results filed as active; ? = inconclusive; / = not tested or not shown.

SMILES	DAGLB inh	CAL PDZ FP-1	RTF Ca sens inh	SR-BI DiI-HDL act	CAL PDZ FP-2	RTF Ca sens act	C-LANA FP	Keap1 Nrf2 FP	PKA-R2B act	Rtt109 HAT inh
COC(=O)[C@]1(C)N[C@H](CN(C)C(=O)Nc2ccc(Cl)cc2)[C@@H]2C(=O)N(C)C(=O)[C@@H]21	0	-1	-4	-10	-0.2	-10	-1.7	-1	0	-10
CCNC(=O)/C=C1\NC(C)(C)Cc2c1ccc1ccccc21	-4	0	-5	-11	-0.8	-1	-0.4	-2	2	7
CSCCC(=O)Nc1nc(-c2ccccn2)cs1	-1	-4	-2	-15	-2.1	-3	0.0	-18	3	2
CCn1nccc1C(=O)Nc1ccc(C(=O)OC(C)C)cc1	-6	-6	-7	-23	-3.4	6	-1.5	1	-5	-15
COc1cc(C(=O)N/C(=C\c2cn(S(=O)(=O)N(C)C)c3ccccc23)C(=O)NCCCO)cc(OC)c1OC	-2	0	2	4	-22	-3	1.2	-4	-8	-1
CC(=O)NC(C)C(=O)OCc1ccc(Cl)cc1Cl (centres undefined)	-1	1	-2	10	-0.8	2	-1.0	2	6	-4
C=CCn1c(O)c(N=NC(=S)Nc2ccc(OC)c(Cl)c2)c2ccccc21	14	-4	-2	33	-0.3	-10	0.7	-6	5	-2
CN1CCN(C(=O)c2cnn(-c3ccccc3)c2NC(=O)c2ccccc2Br)CC1	-1	2	-10	/	-1.0	-5	-0.3	4	-5	6
COc1ccc(NC(=S)N/N=C/c2ccc(F)c(F)c2)cc1	3	-1	2	/	-1.9	0	-0.6	-3	9	3
Cc1cc(NC(=O)c2ccc(S(=O)(=O)N3CCCC3)cc2)nc2c1c(=O)oc1ccccc12	2	/	4	-11	-1.6	-4	-1.7	3	-15	0
CCc1cccc(OCC(=O)Nc2ccccc2N2CCCC2)c1	-20	7	-19	5	-1.3	-14	/	/	-21	/
COc1ccccc1N(CC(=O)Nc1ccc(S(=O)(=O)N2CCCCC2)cc1)S(C)(=O)=O	0	2	-2	5	-0.1	1	-2.7	-4	4	-6
O=C1CCCCC1	-1	1	-3	7	0.1	-4	0.2	-4	-2	-1
Cc1ccc(NC(=O)CSCC(=O)Nc2ccccc2C(=O)N2CCCCC2)cc1	-2	4	3	30	-1.8	6	0.7	-2	-4	-3
Nc1nc(N2CCN(C(=O)c3ccco3)CC2)nc2ccc(Br)cc12	0	-4	-14	-69	-3.3	2	-2.3	-2	4	9

Next section; it opens with the 5 that closed the last part.
SMILES	DAGLB inh	CAL PDZ FP-1	RTF Ca sens inh	SR-BI DiI-HDL act	CAL PDZ FP-2	RTF Ca sens act	C-LANA FP	Keap1 Nrf2 FP	PKA-R2B act	Rtt109 HAT inh
CCc1cccc(OCC(=O)Nc2ccccc2N2CCCC2)c1	-20	7	-19	5	-1.3	-14	/	/	-21	/
COc1ccccc1N(CC(=O)Nc1ccc(S(=O)(=O)N2CCCCC2)cc1)S(C)(=O)=O	0	2	-2	5	-0.1	1	-2.7	-4	4	-6
O=C1CCCCC1	-1	1	-3	7	0.1	-4	0.2	-4	-2	-1
Cc1ccc(NC(=O)CSCC(=O)Nc2ccccc2C(=O)N2CCCCC2)cc1	-2	4	3	30	-1.8	6	0.7	-2	-4	-3
Nc1nc(N2CCN(C(=O)c3ccco3)CC2)nc2ccc(Br)cc12	0	-4	-14	-69	-3.3	2	-2.3	-2	4	9
CC1CCc2c(sc3[nH]c(=S)n(C)c(=O)c23)C1 (centres undefined)	6	-10	-5	-8	-0.2	3	-4.2	-2	3	4
O=C(NNS(=O)(=O)c1ccc(F)cc1)c1cc2ccccc2cc1O	7	-1	-7	-14	0.5	-2	-0.7	-3	-6	4
CCOC(=O)c1c(C)n(CC(O)c2ccccc2)c2ccc(O)cc12 (centres undefined)	2	-3	-7	/	-0.9	-4	0.8	0	-2	1
COc1ccc(CN2CCc3ccccc3C2)c(OC)c1OC	-4	-2	9	-14	-2.4	-1	0.5	6	-3	2
CCOc1ccc(NC(=O)CN(C)C(=O)CCCn2c(=O)oc3ccccc32)cc1OCC	0	-3	-2	-23	-1.3	-1	1.0	-5	-16	3
CS(=O)(=O)Nc1ccc(C2=NN(S(=O)(=O)c3ccc(F)cc3)C(c3ccco3)C2)cc1 (centres undefined)	1	0	-5	10	-0.9	5	1.6	5	-6	-1
COc1cc(NC(=O)c2cc([N+](=O)[O-])ccc2NC(=O)CN2CCN(c3ccccn3)CC2)cc(OC)c1	-2	/	-2	-17	0.0	-1	0.7	-3	3	-6
O=S1(=O)C=C(SCCN2CCCCC2)c2ccccc21	0	-4	-8	16	-8.4	6	-2.6	1	6	1
COc1ccc(CC(=O)Nc2cc(S(=O)(=O)N3CCCCC3)ccc2N2CCN(C)CC2)cc1	-1	-2	-21	17	-3.1	1	-0.7	0	-10	2
Cn1nccc1C(=O)N1CCN(c2ncccn2)CC1	-1	-1	9	15	-2.0	7	1.4	2	7	-19
Cc1cc[n+](-c2[nH]c(=O)sc2/C=N/N=C(\[O-])c2ccncc2)cc1	0	-1	3	7	-2.6	7	8.0	1	-2	4
COc1ccc(-c2ccccc2NC(=O)C2CCCN(Cc3ccco3)C2)cc1 (centres undefined)	-1	-4	-7	-19	-0.9	5	0.3	-2	7	0
COc1cccc(C(CC(=O)NCCN2CCOCC2)NS(=O)(=O)c2ccc(C)cc2)c1OC (centres undefined)	1	2	-2	21	-0.6	-5	-0.2	-3	0	16
CCCc1cc(NC(=O)COC(=O)c2nccnc2N)n(-c2ccccc2)n1	-1	/	-3	8	0.1	5	26	57*	-4	-32
Cn1c(-c2ccc(Br)o2)nc2cc(Br)ccc21	-2	-1	-1	-28	/	2	5.2	2	-1	1

Continued, starting with the last 3 of the part before.
SMILES	DAGLB inh	CAL PDZ FP-1	RTF Ca sens inh	SR-BI DiI-HDL act	CAL PDZ FP-2	RTF Ca sens act	C-LANA FP	Keap1 Nrf2 FP	PKA-R2B act	Rtt109 HAT inh
COc1cccc(C(CC(=O)NCCN2CCOCC2)NS(=O)(=O)c2ccc(C)cc2)c1OC (centres undefined)	1	2	-2	21	-0.6	-5	-0.2	-3	0	16
CCCc1cc(NC(=O)COC(=O)c2nccnc2N)n(-c2ccccc2)n1	-1	/	-3	8	0.1	5	26	57*	-4	-32
Cn1c(-c2ccc(Br)o2)nc2cc(Br)ccc21	-2	-1	-1	-28	/	2	5.2	2	-1	1
CCOC(=O)Nc1ccc(OC)cc1S(=O)(=O)N1CCCCC1	-1	-6	-4	6	-0.3	6	0.7	-1	-1	11
Cc1ccc(S(=O)(=O)N2CCCC2C(=O)OCc2nc3ccccc3s2)cc1 (centres undefined)	-6	-14	9	16	-3.0	6	0.5	-2	7	3
Cc1ccsc1CN(C)C(=O)CN1C(=O)NC2(CCCc3ccccc32)C1=O (centres undefined)	0	/	8	-44	1.0	0	0.7	-2	-1	-9
C=C(CN(C)C)C(=O)c1ccc(C)cc1C	-1	2	-13	-85	0.2	-2	1.8	-20	3	0
CSc1cccc(CN2CCC(CO)(Cc3cccc(C(F)(F)F)c3)CC2)c1	0	-1	-2	?	-1.2	9	1.0	-1	-5	4
CC1CN2C(c3ccc(Cl)cc3)=CSC2=N1 (centres undefined)	-2	3	-2	-14	-0.7	-10	0.5	1	-6	-2
CCC1Nc2ncnc(N3CCOCC3)c2N(Cc2ccc(Br)cc2)C1=O (centres undefined)	4	0	-6	30	0.0	6	1.1	-3	-3	0
CCc1ccc(N2CC(C(=O)Nc3cccc(C(=O)NC4CC4)c3)CC2=O)cc1 (centres undefined)	-1	/	1	-12	-2.4	-4	-1.5	-1	-9	2
COc1ccc(S(=O)(=O)NCCCCCC(=O)O)cc1C(=O)O	-2	-4	-8	-1	-2.8	4	1.3	-4	0	-2
C=CCC(CC=C)(C(N)=O)c1ccccc1	0	2	-6	/	-1.1	0	-0.1	-6	-3	-1
O=C(NN1CCOCC1)c1ccc(Br)s1	0	-8	10	9	0.1	1	-0.8	0	-11	-1
OCC[C@@H]1C[C@@H](O)[C@H](O)[C@@]2(OCCc3ccccc32)O1	-2	-3	-14	0	-0.4	0	0.9	2	2	-2
CCOc1ccc(S(=O)(=O)N(CC(=O)Nc2cc(C)on2)Cc2ccccc2Cl)cc1	-4	-4	-1	-11	-2.5	3	-0.9	-7	4	/
COc1cccc(F)c1C(=O)NC(=O)Nc1ccc2nc(C)oc2c1	-14	/	-75	12	-0.6	45*	22	3	-2	0
COc1ccc(NC2CCCN(C(=O)CCC3=NNC(=O)CC3)C2)cc1 (centres undefined)	2	/	3	6	-0.6	-1	0.6	-4	1	0
COc1cc(CC(=O)OC2CCOC2=O)cc(OC)c1OC (centres undefined)	2	-6	-7	28	-0.8	13	0.1	-3	-7	5
CCCN(CCC)Cc1c(C(=O)N/N=C/c2ccoc2)nnn1-c1nonc1N	-1	1	-7	13	-2.3	0	-0.5	-1	-2	4
CCn1c(=O)c2cc(C(=O)NCCN(C)C)sc2c2ccccc21	-1	3	3	-23	-3.4	1	-5.5	-5	0	16

Compounds were not picked by outcome. Share with any hit: about 1.6%.
